KCNH2 WT inh – KCNH2 (human, wildtype) channel inhibition | U2OS, BacMam KCNH2, thallium flux FluxOr; active compounds read low | activity change, % at 1.84 µM | AID 720551 | 340,000 compounds, 0.37% hits | Q12809;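 active = maximum activity change below -70%; inconclusive = maximum activity change between -70% and -50%; inactive = maximum activity change above -50%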
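U2OS cells transduced with wild-type KCNH2 virus are loaded with FluxOr dye for 45 min, and thallium flux is measured in kinetic reads before and after stimulation buffer. Rate constants are normalized to DMSO controls.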
KCNH2 3.1 inh – KCNH2 3.1 (human) potassium channel inhibition; U2OS KCNH2 3.1, thallium flux FluxOr; active compounds read low; activity change, % (tested at about 1.8 µM); 340,000 compounds, 0.95% hits; AID 720553;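 active = maximum activity change below -70%; inconclusive = maximum activity change from -70% to -50%; inactive = maximum activity change above -50%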;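 also: thallium influx rate constant from kinetic fluorescence after stimulation buffer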
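Steps: virus added to U2OS suspension (4 h, RT, dark); medium with 10% FBS added, cells plated, 37 C overnight; FluxOr/Red40 loading buffer 45 min RT; stimulation buffer, 2 min kinetic read; rate constant normalized.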
uPA generation – cell surface uPA generation inhibition | cell surface uPA generation assay, qHTS | Potency, µM (titrated, usually from 38.3 µM), without a hit: top-dose activity change, negative = inhibition, usual class: inhibitors | 330,000 compounds, 0.31% hits | AID 540303; active = well fitted inhibition curve with a large enough effect; inconclusive = small, poorly fitted or top-dose-only effect; inactive = no such curve, though single readings can be large or run the other way; tested in mouse RAW 264.7 cells; also: potency is read from the fitted curve at half-maximal effect; nearly all actives have a fitted effect of over 55% in size
GALK inhibitor – blocks human galactokinase activity; P51570; Purified GALK, Kinase-Glo residual ATP luminescence; Potency, µM (series often up to 57.5 µM), for the others: at the highest dose activity change, negative = inhibition, most hits filed as inhibitors; 270,000 compounds, 0.007% hits; also: potency is read from the fitted curve at half-maximal effect
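5 nM enzyme, 35 uM ATP, 100 uM galactose, 20 mM HEPES pH8.0, 5 mM MgCl2; 1 h RT; residual ATP by Kinase-Glo Plus luminescence, qHTS format.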
B2AR arrestin – beta2AR (human) beta-arrestin recruitment activity | P07550 | beta-arrestin recruitment to beta2AR, cell-based reporter | Potency, µM (series often up to 46.1 µM), for the others: top-dose activation, usual class: activators | 330,000 compounds, 0.02% hits | AID 492947;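 also: potency is read from the fitted curve at half-maximal effect; 0% = DMSO controls and full agonism = EC100 isoproterenol or metaproterenol; nearly all actives have a fitted effect of over 65% in size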
Target sequence (P07550 whole entry, looked up): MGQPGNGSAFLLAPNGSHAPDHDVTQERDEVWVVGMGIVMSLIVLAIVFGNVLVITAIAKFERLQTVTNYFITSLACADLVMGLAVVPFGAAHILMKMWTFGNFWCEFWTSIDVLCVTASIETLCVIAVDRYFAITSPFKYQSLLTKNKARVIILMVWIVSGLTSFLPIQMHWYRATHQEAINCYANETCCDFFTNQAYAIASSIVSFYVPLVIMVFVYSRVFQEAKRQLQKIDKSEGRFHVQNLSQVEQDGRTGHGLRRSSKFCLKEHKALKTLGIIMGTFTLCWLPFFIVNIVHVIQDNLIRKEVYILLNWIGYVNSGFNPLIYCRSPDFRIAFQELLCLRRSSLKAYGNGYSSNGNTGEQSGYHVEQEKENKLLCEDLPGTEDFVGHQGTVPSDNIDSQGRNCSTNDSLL
USP2a inh – blocks human ubiquitin-specific protease USP2a; 330,000 compounds, 0.01% hits; O75604; USP2 core, Ub-CHOP2 coupled fluorogenic reporter, 485/531; Potency, µM (series often up to 38.3 µM), for the others: top-dose activity change, negative = inhibition, hits mostly inhibitors; AID 463254;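 also: potency is read from the fitted curve at half-maximal effect; plate controls were DMSO wells for no effect and full inhibition by NEM control for full effect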
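Deubiquitinase activity read as fluorescence (485/531 nm) after Ub-CHOP2 cleavage activates the enterokinase reporter on its substrate; USP2 core 10nM, Ub-CHOP2 and substrate 25nM each, 30min compound preincubation then 60min RT; data normalized to NEM, curves fitted.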
Chronic BCR inh – blocks chronic active B-cell receptor signaling. Potency, µM (top dose mostly 46.1 µM), for the others: at the top dose ratio change, negative = lower green/red ratio, usual class: inhibitors. 340,000 compounds, 0.05% hits. ABC-DLBCL IkBa-CBG/CBR reporter, luminescence ratio, 4 h; active = well fitted inhibition curve with a large enough effect in the signal ratio, with a control signal flat, not every such curve was filed as active; inconclusive = small, poorly fitted or top-dose-only effect, or effect the other way, or a change in a side signal; the % refers to the signal ratio;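 also: potency is read from the fitted curve at half-maximal effect; plate controls were basal doxycycline-induced cells for no effect and cells given 10 µM MG132 for full effect; MG132 reads +100%, hits lower the ratio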
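Compounds up to 46 uM were incubated four hours with TMD8 cells whose green CBG68 luciferase is fused to IkappaBalpha; red CBR luminescence normalised the signal, and concentration-effect curves were fitted to fusion, red and ratio data.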
PKM2 activator – PKM2 (human) enzyme activation. 260,000 compounds, 0.34% hits. purified PKM2, Kinase-Glo ATP luminescence, activation; response scale: 0% is enzyme alone, no compound. P14618. Potency, µM (highest dose often 57.5 µM), for inactives: at the top dose activation, most hits filed as activators. AID 1631; also: potency is read from the fitted curve at half-maximal effect; nearly all actives have a fitted effect of over 55% in size
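Purified hPK-M2 (>95%) run at intermediate activity with 0.1 mM ADP and 0.5 mM PEP in 50 mM imidazole pH 7.2, KCl, MgCl2; 1 h room temperature. ATP formed read by Kinase-Glo luminescence; normalized to uninhibited and no-enzyme controls.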
Giardia kill – kills Giardia lamblia. Giardia lamblia trophozoite viability. activity change, % at 7.66 µM, hits read low. 340,000 compounds, 0.15% hits. AID 540267; in the data active = activity change below about -80%; inconclusive = between about -30% and that limit;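 also: parasites exposed to compound for two days anaerobically before the ATP read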
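Trophozoite viability was measured as ATP-dependent luminescence, read 15-30 min after reagent addition. Before that, parasites at 100 cells/well were exposed to compounds for 48 h, anaerobically, at 37 deg C.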
Coupling enz – coupling enzyme interference in Giardia aldolase counter-screen; coupling enzyme system counterscreen, AmpLite Red fluorescence; activity change, negative = inhibition, % at 58.2 µM, hits read low; 290,000 compounds, 0.67% hits; AID 2472; in the data active = activity change below about -30%
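Counterscreen lacking aldolase: glyceraldehyde-3-phosphate coupling-enzyme reagent preincubated 10 min at RT with compound (at 57.5 uM final), then substrate/coupling system with AmpLite Red added; fluorescence read at 525/598 nm after 20 min RT.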
Eya2 inh – blocks the phosphatase activity of human Eya2; AID 488837; recombinant Eya2, OMFP fluorescence dephosphorylation (OMFP is methylfluorescein phosphate); O00167; 330,000 compounds, 0.006% hits; Potency, µM (top dose mostly 76.9 µM), for the others: at the top dose activity, negative = inhibition, most hits filed as inhibitors; also: potency is read from the fitted curve at half-maximal effect
Target sequence (O00167 whole entry, looked up): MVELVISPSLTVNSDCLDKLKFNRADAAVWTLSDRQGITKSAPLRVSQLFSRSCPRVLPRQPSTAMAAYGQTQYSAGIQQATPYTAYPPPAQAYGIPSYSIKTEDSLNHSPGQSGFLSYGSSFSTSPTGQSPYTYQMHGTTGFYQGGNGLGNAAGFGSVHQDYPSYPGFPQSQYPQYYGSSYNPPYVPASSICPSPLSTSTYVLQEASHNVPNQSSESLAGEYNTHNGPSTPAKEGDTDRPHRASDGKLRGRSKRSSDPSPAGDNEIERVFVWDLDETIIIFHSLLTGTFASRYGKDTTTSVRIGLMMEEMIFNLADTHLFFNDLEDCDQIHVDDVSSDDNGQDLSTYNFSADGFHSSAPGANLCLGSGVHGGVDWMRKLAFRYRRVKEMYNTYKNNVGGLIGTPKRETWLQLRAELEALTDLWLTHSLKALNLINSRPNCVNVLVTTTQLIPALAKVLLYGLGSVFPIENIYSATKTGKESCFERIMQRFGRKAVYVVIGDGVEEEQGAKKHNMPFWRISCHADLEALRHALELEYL
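Eya2 (0.2 uM) preincubated 10 min at ambient with compound, then OMFP substrate added at 50 uM; 10 min reaction in 50 mM HEPES pH 7.5, 50 mM NaCl, 5 uM MgCl2, 0.05% BSA, 1 mM DTT. Fluorescence read at Ex 485/Em 525 nm.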
* marks the source's active call; other numbers are inactive results; i = inactive; ? = inconclusive; . = not tested or not shown; & = joins results of further samples; [ ] = remark or other dose. Unless noted, calls follow the shape of the dose curve; as a rule, active = well fitted curve in the direction sought with a large enough effect; inconclusive = small, poorly fitted or top-dose-only effect, or another doubt; inactive = no such curve, though single readings can be large; an effect the other way counts as inactive or inconclusive. Unless noted, % is scaled to controls: 0 for no effect and ±100 for the full control effect.

SMILES	KCNH2 WT inh	KCNH2 3.1 inh	uPA generation	GALK inhibitor	B2AR arrestin	USP2a inh	Chronic BCR inh	PKM2 activator	Giardia kill	Coupling enz	Eya2 inh
CCN(CC)C(=O)c1ccc(C)c(Br)c1	-11	-6	-4%	1%	-0.2%	-3%	5%	0%	9	5	-17%
COc1cc(OC)cc(C(=O)NC(C(=O)Nc2ccc3nc(C)sc3c2)C(C)C)c1 (configuration not stated)	8	-15	?	.	0.1%	4%	?	.	-11	.	3%
O=C1Nc2cc(Cl)ccc2C1(N1CCNCC1)C(F)(F)F (configuration not stated)	5	1	0%	-2%	0.0%	-1%	-8%	-35%	-25	0	10%
O=C(c1ccc(-n2c(SCc3cccc(F)c3)nc3ccccc3c2=O)cc1)N1CCOCC1	4	-7	7%	2%	4.6%	2%	0%	2%	-7	1	1%
Cn1nnnc1SCCNCc1cccnc1	2	13	.	6%	-0.8%	0%	-3%	0%	-3	-1	-3%
COc1ccc(N2CC(C(=O)OCC(=O)NCc3ccccc3)CC2=O)cc1 (configuration not stated)	-6	0	11%	.	0.1%	3%	0%	0%	12	-3	2%
c1ccc(C2NCCc3ccccc32)cc1 (configuration not stated)	10	12	-8%	0%	-0.9%	2%	2%	0%	0	1	-2%
O=C(COC(=O)/C=C/c1ccccc1[N+](=O)[O-])NCc1ccco1	2	7	2%	.	-0.4%	0%	-5%	.	0	.	8%
O=C(CSc1n[nH]c(-c2cccs2)n1)NCc1cccs1	2	14	1%	-1%	-0.2%	2%	4%	3%	3	2	3%
Cc1cc(C)n2nc(SCc3cccc(S(=O)(=O)N(C)C)c3)nc2n1	4	-1	-7%	.	0.1%	2%	1%	.	-3	3	9%
O=C1CCC(C(=O)OCC(=O)N2N=C3/C(=C/c4ccccc4)CCCC3C2c2ccccc2)N1 (configuration not stated)	11	-15	-7%	3%	0.1%	0%	-17%	1%	21	0	7%
COc1ccc(CC(=O)NNC(=O)c2ccc(NC(C)=O)cc2)cc1	-2	4	-4%	3%	-0.1%	2%	2%	1%	18	3	8%
COc1ccc(N2CCN(C(=O)COC(=O)COc3cc(C)cc(C)c3)CC2)cc1	-2	-9	3%	.	-0.2%	0%	6%	.	-11	.	-20%
C=CCc1cccc(/C=N/NC(=O)C(C)Nc2ccc(C)cc2)c1O (configuration not stated)	0	-4	-6%	1%	-0.3%	1%	0%	-3%	10	-1	-9%
O=C(NCCCN1CCOCC1)C(=O)N/N=C/c1ccc(F)cc1	0	16	3%	6%	-0.5%	2%	?	-9%	-21	0	9%
CC(C)N(C(=O)Cn1cc(S(=O)(=O)CC(=O)NCc2ccccc2)c2ccccc21)C(C)C	-1	-6	5%	-2%	0.0%	0%	?	8%	4	.	-7%
COc1ccc(NC(=O)CSc2ccccc2)cc1S(=O)(=O)N1CCCCC1	-6	-24	1%	-4%	-3.8%	6%	5%	1%	7	2	-2%
CCNc1nc(N)nc(-c2cc(Cl)ccc2OC)n1	-22	-3	-1%	9%	-1.1%	2%	0%	2%	-1	1	1%
O=C(c1ccco1)N1CCN(C/C=C/c2ccccc2)CC1	3	5	5%	-1%	-0.1%	1%	?	0%	-4	4	-9%
O=C(CCC1CCCN(C(=O)c2ccoc2)C1)NCc1ccc(F)c(F)c1 (configuration not stated)	28	-2	4%	0%	-0.1%	1%	?	1%	-8	-1	0%
COc1cccc(-n2nnc3c(=O)n(Cc4cccc(C)c4)cnc32)c1	-7	10	2%	0%	0.0%	3%	9%	0%	-14	0	-1%
CC1(C)N=C(c2cccs2)C(C)(C)N1O	15	-24	6%	0%	-0.1%	0%	4%	9%	7	-8	11%
CCOc1cc(C)cc2oc(=O)cc(-c3ccccc3)c12	-2	-32	-8%	0%	0.5%	1%	2%	-2%	-8	-1	-6%
Cc1ccc(S(=O)(=O)N(CC(=O)N2CCOCC2)c2ccccc2F)cc1	-6	-3	-3%	0%	0.1%	4%	7%	1%	1	-2	5%
Cc1cccc(NS(=O)(=O)c2ccc(C)c(C(=O)NCc3ccncc3)c2)c1	6	-11	2%	.	0.2%	2%	4%	.	35[activator]	.	12%

The list goes on (2 carried over from the part before).
SMILES	KCNH2 WT inh	KCNH2 3.1 inh	uPA generation	GALK inhibitor	B2AR arrestin	USP2a inh	Chronic BCR inh	PKM2 activator	Giardia kill	Coupling enz	Eya2 inh
Cc1ccc(S(=O)(=O)N(CC(=O)N2CCOCC2)c2ccccc2F)cc1	-6	-3	-3%	0%	0.1%	4%	7%	1%	1	-2	5%
Cc1cccc(NS(=O)(=O)c2ccc(C)c(C(=O)NCc3ccncc3)c2)c1	6	-11	2%	.	0.2%	2%	4%	.	35[activator]	.	12%
CCCOC(=O)c1ccc(NC(=O)c2ccoc2C)cc1	14	9	-1%	4%	0.3%	1%	?	-22%	-7	-7	2%
COc1cc(/C=C2\NC(=S)N(C)C2=O)ccc1O	i	8	-4%	9%	0.0%	11%	?	1%	20	4	2%
O=C(NCc1ccco1)c1ccc2c(c1)N(Cc1ccc(Cl)cc1)CCS2	-11	-32	17%	.	-0.5%	1%	14%	3%	?	-3	8%
CNC(=O)c1c(NC(=O)CCS(=O)(=O)c2ccccc2)sc(C)c1C	1	-4	-5%	.	0.1%	-5%	8%	.	0	.	10%
CSCCC(NS(=O)(=O)c1ccccc1F)C(=O)NCC(C)(C)N1CCOCC1 (configuration not stated)	19	-24	-1%	.	0.0%	1%	?	.	13	.	7%
CCN1C(=O)/C(=C/C=C2/CCCN2C)OC1=S	2	.	1%	5%	-0.7%	13%	?	-1%	9	0	9%
COc1ccc2oc(-c3ccccc3)c(C(N)=O)c2c1	-4	2	-3%	8%	8.5%	1%	-1%	14%	-16	2	19%
CC1(C)Cc2c(c(-c3ccccc3Cl)[nH]c(=O)c2C#N)CO1	-3	3	-14%	-1%	0.0%	1%	0%	-4%	-3	0	-4%
COc1ccccc1N(C)S(=O)(=O)c1ccc(C(=O)Nc2ccncc2)cc1	-1	-3	10%	.	0.1%	0%	4%	.	-7	.	8%
N=c1oc2c3c4c(cc2cc1C(=O)Nc1ccccc1)CCCN4CCC3	-223*	-85*	0%	2%	-0.6%	?	0%	6%	3	-9	?
COc1ccc(CCN2C(=O)C(Oc3ccccc3)C2c2ccc3c(c2)OCO3)cc1 (configuration not stated)	-4	-31	2%	-1%	-0.7%	3%	0%	-10%	-6	-4	-4%
CCNc1nc(NCC)n2c(SCC(=O)Nc3cc(OC)ccc3OC)nnc2n1	-3	-1	0%	.	0.2%	0%	1%	.	-9	.	1%
Cc1cc(F)ccc1NS(=O)(=O)c1c(C(=O)N2CCOCC2)c(C)n(C)c1C	1	14	1%	1%	0.6%	1%	2%	-4%	38[activator]	-4	-8%
Cc1ccc(NC(=O)CS(=O)CC(=O)NC2CCN(Cc3ccccc3)CC2)c(C)c1 (configuration not stated)	17	-24	9%	0%	0.2%	0%	0%	-1%	-16	-1	29%
CS(=O)(=O)NC1c2cccc3cccc(c23)C1Sc1nncn1/N=C/c1ccco1 (configuration not stated)	-9	-23	-1%	4%	-0.9%	-2%	-3%	4%	13	-2	-4%
Cc1cc(C)c2c(c1)NC(C(=O)O)C1CC=CC21 (configuration not stated)	0	-1	-3%	7%	-0.3%	-1%	0%	1%[11.5 µM]	-16&1	0	-7%
Cc1nn(Cc2c(Cl)cccc2Cl)c(C)c1NC(=O)c1cnn2c(C(F)F)cc(-c3ccccc3)nc12	-2	8	-2%	0%	-0.3%	1%	-1%	-2%	7	2	11%
O=C1c2ccccc2C(=O)N1CCc1csc(-c2ccccc2)n1	-17	-3	-2%	-1%	-0.1%	-1%	?	-2%	0	-1	-10%
CC(=O)NCCNC(=O)c1ccc(CSc2ccc(Cl)cc2)cc1	-5	-15	0%	9%	-0.2%	1%	0%	0%	?	-3	3%
CC(=C\c1ccco1)/C=C1/SC(=S)N(CC(=O)O)C1=O	-12	-45	2%	1%	-0.5%	0%	?	3%	5	3	10%
Cn1nc(C(F)(F)F)c(-c2cccc(C(F)(F)F)c2)c1NC(=O)CSCC(=O)O	-3	18	4%	.	-0.5%	0%	-5%	13%	-10	15	2%
CSCCC(=O)N1CCCC(CNC(=O)c2ccccc2Cl)C1 (configuration not stated)	4	7	-12%	3%	0.1%	-1%	?	-7%	-20	7	5%
Cc1cc(C(=O)CN2C(=O)NC(C)(c3cc(F)ccc3F)C2=O)c(C)n1C1CC1 (configuration not stated)	1	-2	-3%	.	0.0%	2%	-1%	.	-1	.	0%
O=C(Cn1cc2c(n1)CCCCC2)Nc1ccc(F)cc1F	.	.	.	-3%	-0.2%	-1%	3%	1%	.	0	-24%

From PubChem BioAssay

Compounds were not picked by outcome (roughly 2.4% active in at least one column).
